KCNH2 3.1 inh – qHTS for Inhibitors of KCHN2 3.1: Mutant qHTS; U2OS KCNH2 3.1, thallium flux FluxOr; stronger effect = lower value; 340,000 tested, 0.95% active; activity change, % (tested at about 1.8 µM); Potassium voltage-gated channel subfamily H member 2, brain isoform KCNH2 3.1 (human);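 active means maximum activity change below -70%; inconclusive means maximum activity change from -70% to -50%; inactive means maximum activity change above -50%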;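 further: thallium influx rate constant from kinetic fluorescence after stimulation buffer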
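Virally transduced U2OS (3.1 isoform, 4 h infection in dark at RT) → overnight 37 C → FluxOr + Red40 in HBSS/HEPES, 45 min → stimulation buffer, 2 min kinetic read → rate constant vs DMSO controls.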
Giardia kill – Small Molecules that selectively kill Giardia lamblia: qHTS. Giardia lamblia trophozoite viability. activity change, % at 7.66 µM, hits read low. 340,000 tested, 0.15% active; in the data active means activity change below about -80%; inconclusive means between about -30% and that limit;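 further: parasites exposed to compound for two days anaerobically before the ATP read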
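Media and compound were dispensed first, then trophozoites at 100 cells/well; plates sat 48 hrs at 37 deg C without oxygen before ATP luminescence reagent was added and read after 15-30 min at room temperature.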
Eya2 inh – qHTS Assay for Inhibitors of the Phosphatase Activity of Eya2; recombinant Eya2, OMFP fluorescence dephosphorylation (OMFP is methylfluorescein phosphate); 330,000 tested, 0.006% active; Potency, µM (highest dose often 76.9 µM), without a hit: top-dose activity, negative = inhibition, hits mostly inhibitors; AID 488837, 2010; Protein phosphatase EYA2 (Homo sapiens), O00167; further: potency means the concentration at half of the fitted maximal effect
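Eya2 (0.2 uM) preincubated 10 min at ambient with compound, then OMFP substrate added at 50 uM; 10 min reaction in 50 mM HEPES pH 7.5, 50 mM NaCl, 5 uM MgCl2, 0.05% BSA, 1 mM DTT. Fluorescence read at Ex 485/Em 525 nm.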
B2AR arrestin – qHTS assay of beta-arrestin-biased ligands of beta2-adrenergic receptor; Beta-2 adrenergic receptor (Homo sapiens), P07550; beta-arrestin recruitment to beta2AR, cell-based reporter; Potency, µM (highest dose often 46.1 µM), for inactives: at the top dose activation, usual class: activators; 330,000 tested, 0.02% active;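 further: potency means the concentration at half of the fitted maximal effect; 0% = DMSO controls and full agonism = EC100 isoproterenol or metaproterenol; nearly all actives have a fitted effect of over 65% in size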
Target sequence (P07550 whole entry, looked up): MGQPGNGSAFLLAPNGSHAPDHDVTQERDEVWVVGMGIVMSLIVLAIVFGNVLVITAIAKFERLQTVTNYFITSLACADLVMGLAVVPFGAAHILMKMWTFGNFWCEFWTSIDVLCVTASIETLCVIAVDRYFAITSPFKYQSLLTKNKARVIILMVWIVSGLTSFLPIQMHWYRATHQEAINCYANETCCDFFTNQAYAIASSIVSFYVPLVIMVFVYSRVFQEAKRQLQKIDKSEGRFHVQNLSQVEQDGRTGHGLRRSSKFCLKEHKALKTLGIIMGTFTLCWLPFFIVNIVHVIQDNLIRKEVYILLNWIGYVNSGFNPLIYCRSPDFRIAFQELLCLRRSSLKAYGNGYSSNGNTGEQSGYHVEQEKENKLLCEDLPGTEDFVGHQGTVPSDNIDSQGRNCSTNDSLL
hERG WT inh – qHTS for Inhibitors of KCHN2 3.1: Wildtype qHTS | U2OS, BacMam KCNH2, thallium flux FluxOr; stronger effect = lower value | activity change, % at 1.84 µM | 340,000 tested, 0.37% active | AID 720551, 2013;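 active means maximum activity change below -70%; inconclusive means maximum activity change between -70% and -50%; inactive means maximum activity change above -50%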
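U2OS cells were transduced with wild-type KCNH2 virus (2.03 x 10^8 / mL) for 4 h at room temperature, then cultured overnight at 37 C. Thallium flux was read with FluxOr dye. Rate constants were normalized to DMSO controls.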
BCR signal inh – qHTS Assay to Find Inhibitors of Chronic Active B-Cell Receptor Signaling; ABC-DLBCL IkBa-CBG/CBR reporter, luminescence ratio, 4 h; Potency, µM (top dose mostly 46.1 µM), inactives show top-dose ratio change, negative = lower green/red ratio, most hits filed as inhibitors; 340,000 tested, 0.05% active; active means well fitted inhibition curve with a large enough effect in the signal ratio, with a control signal flat, not every such curve was filed as active; inconclusive means small, poorly fitted or top-dose-only effect, or effect the other way, or a change in a side signal; the % refers to the signal ratio;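 further: potency means the concentration at half of the fitted maximal effect; plate controls were basal doxycycline-induced cells for no effect and cells given 10 µM MG132 for full effect; MG132 reads +100%, hits lower the ratio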
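Concentration-response series (up to 46 uM) were applied to TMD8 dual-reporter cells for 4 h at 37C with doxycycline. Green/red ratio, after filter-overlap correction, defined %Activity; red signal alone was normalised to basal cells and zero luminescence.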
GALK inhibitor – qHTS Assay for Inhibitors of Human Galactokinase (GALK). P51570. Purified GALK, Kinase-Glo residual ATP luminescence. Potency, µM (doses to about 57.5 µM), without a hit: at the highest dose activity change, negative = inhibition, hits mostly inhibitors. 270,000 tested, 0.007% active; further: potency means the concentration at half of the fitted maximal effect
Target sequence (P51570 whole entry, looked up): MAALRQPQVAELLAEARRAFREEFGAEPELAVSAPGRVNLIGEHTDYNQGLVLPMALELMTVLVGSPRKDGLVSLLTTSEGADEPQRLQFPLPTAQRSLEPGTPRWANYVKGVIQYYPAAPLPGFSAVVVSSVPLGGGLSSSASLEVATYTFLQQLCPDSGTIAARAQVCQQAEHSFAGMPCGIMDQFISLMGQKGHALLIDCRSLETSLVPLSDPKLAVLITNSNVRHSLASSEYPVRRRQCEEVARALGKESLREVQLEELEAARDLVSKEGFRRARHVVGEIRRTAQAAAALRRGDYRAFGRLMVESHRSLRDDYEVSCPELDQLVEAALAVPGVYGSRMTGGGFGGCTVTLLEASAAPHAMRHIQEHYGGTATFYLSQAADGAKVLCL
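Galactose (100 uM) and ATP (35 uM) were turned over by 5 nM GALK for 1 h at RT. Kinase-Glo Plus then converted the remaining ATP into a luminescent signal.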
Coupling enz – qHTS Assay for Inhibitors of Fructose-1,6-bisphosphate Aldolase from Giardia Lamblia: Coupling assay counterscreen. activity change, negative = inhibition, % at 58.2 µM, hits read low. AID 2472, 2010. coupling enzyme system counterscreen, AmpLite Red fluorescence. 290,000 tested, 0.67% active; in the data active means activity change below about -30%
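Counterscreen lacking aldolase: glyceraldehyde-3-phosphate coupling-enzyme reagent preincubated 10 min at RT with compound (at 57.5 uM final), then substrate/coupling system with AmpLite Red added; fluorescence read at 525/598 nm after 20 min RT.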
PKM2 act – qHTS Assay for Activators of Human Muscle isoform 2 Pyruvate Kinase. purified PKM2, Kinase-Glo ATP luminescence, activation; response scale: 0% is enzyme alone, no compound. 260,000 tested, 0.34% active. Potency, µM (titrated, usually from 57.5 µM), without a hit: at the highest dose activation, actives largely listed as activators. Pyruvate kinase PKM (Homo sapiens), P14618; further: potency means the concentration at half of the fitted maximal effect; nearly all actives have a fitted effect of over 55% in size
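Kinase-Glo luminescence reports ATP generated from ADP (0.1 mM) and PEP (0.5 mM) by purified hPK-M2 after 1 h at room temperature, pH 7.2 imidazole buffer; intermediate enzyme activity allows detecting inhibitors and activators.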
USP2a block – qHTS Assay for Inhibitors of Ubiquitin-specific Protease USP2a Using CHOP2 as the Reporter | 330,000 tested, 0.01% active | Ubiquitin carboxyl-terminal hydrolase 2 (Homo sapiens), O75604 | USP2 core, Ub-CHOP2 coupled fluorogenic reporter, 485/531 | Potency, µM (highest dose often 38.3 µM), without a hit: at the highest dose activity change, negative = inhibition, usual class: inhibitors | AID 463254, 2010;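 further: potency means the concentration at half of the fitted maximal effect; plate controls were DMSO wells for no effect and full inhibition by NEM control for full effect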
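Cell-free coupled assay: 10nM USP2 core preincubated 30min RT with compound in Tris-HCl pH 8.0/CaCl2/CHAPS buffer, then 25nM Ub-CHOP2 and 25nM reporter substrate; fluorescence (Ex 485/Em 531) read after 60min RT, normalized to NEM inhibition, concentration-response curves fitted.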
uPA surface inh – qHTS for Inhibitors of Cell Surface uPA Generation | cell surface uPA generation assay, qHTS | Potency, µM (top dose mostly 38.3 µM), without a hit: at the top dose activity change, negative = inhibition, actives largely listed as inhibitors | 330,000 tested, 0.31% active; active means well fitted inhibition curve with a large enough effect; inconclusive means small, poorly fitted or top-dose-only effect; inactive means no such curve, though single readings can be large or run the other way; tested in mouse RAW 264.7 cells; further: potency means the concentration at half of the fitted maximal effect; nearly all actives have a fitted effect of over 55% in size
* = called active by the depositor; i = inactive; ? = inconclusive; / = not tested or not shown; [ ] = another dose, or the depositor's remark. Unless noted, the call rests on the fitted dose curve; in most records, active means well fitted curve in the direction sought with a large enough effect; inconclusive means small, poorly fitted or top-dose-only effect, or another doubt; inactive means no such curve, though single readings can be large; an effect the other way counts as inactive or inconclusive. Unless noted, on the % scale 0 is the no-effect control and ±100 the full control effect.

SMILES	KCNH2 3.1 inh	Giardia kill	Eya2 inh	B2AR arrestin	hERG WT inh	BCR signal inh	GALK inhibitor	Coupling enz	PKM2 act	USP2a block	uPA surface inh
NC(=O)[C@H]1CC2(CC(c3cccc(NC(=O)CC(c4ccccc4)c4ccccc4)c3)=NO2)CN1C(=O)c1ccccc1C(=O)c1ccccc1 (some centres not stated)	2	4	-12%	-0.3%	-5	-4%	4%	4	-3%	-9%	6%
c1ccc(CCC2CCCCN2Cc2cn[nH]c2-c2cc3ccccc3o2)nc1 (configuration not stated)	-31	25	3%	-1.2%	13	-2%	0%	0	0%	-3%	-5%
COC(=O)c1ccc(Oc2nc(NC(C)C)nc(SC)n2)cc1	-3	0	8%	-0.2%	-25	?	-3%	3	0%	1%	1%
CC1(C)Cc2c(cnn2-c2ccc(F)cc2)C(NC(=O)C2=NNC(=O)CC2)C1 (configuration not stated)	6	-5	7%	0.2%	10	-14%	3%	6	/	3%	2%
CCn1nc(C)cc1C(=O)N1CCCC(Nc2ccc(C(C)C)cc2)C1 (configuration not stated)	17	-15	-3%	-0.8%	24	-22%	-3%	1	3%	-1%	9%
O=C(NCc1ccccc1Cl)C1CC(=O)N(Cc2ccccc2)C1 (configuration not stated)	4	-3	-7%	0.1%	-9	-1%	3%	-1	-5%	-2%	1%
O=c1[nH]ncc(N/N=C\c2ccncc2)c1Cl	28	3	-2%	0.1%	6	-19%	-1%	0	0%	0%	-6%
O=C(CSc1nnc2scc(-c3ccc(Cl)cc3)n12)NCc1ccc2c(c1)OCO2	10	1	-26%	0.0%	-2	-5%	0%	0	-10%	-1%	/
COc1ccc(CNc2nc3nc(C)c(Cl)c(=O)n3[nH]2)cc1	6	0	12%	0.3%	8	?	-3%	-2	-2%	3%	3%
CCCc1cc(=O)[nH]c(SCC(=O)Nc2ccc(Br)cc2)n1	8	-6	-3%	-0.9%	-15	3%	11%	8	2%	0%	0%

Eight entries out of the list, sorted by formula weight, low to high:
SMILES	KCNH2 3.1 inh	Giardia kill	Eya2 inh	B2AR arrestin	hERG WT inh	BCR signal inh	GALK inhibitor	Coupling enz	PKM2 act	USP2a block	uPA surface inh
O=c1[nH]ncc(N/N=C\c2ccncc2)c1Cl	28	3	-2%	0.1%	6	-19%	-1%	0	0%	0%	-6%
COc1ccc(CNc2nc3nc(C)c(Cl)c(=O)n3[nH]2)cc1	6	0	12%	0.3%	8	?	-3%	-2	-2%	3%	3%
COC(=O)c1ccc(Oc2nc(NC(C)C)nc(SC)n2)cc1	-3	0	8%	-0.2%	-25	?	-3%	3	0%	1%	1%
O=C(NCc1ccccc1Cl)C1CC(=O)N(Cc2ccccc2)C1 (configuration not stated)	4	-3	-7%	0.1%	-9	-1%	3%	-1	-5%	-2%	1%
CCn1nc(C)cc1C(=O)N1CCCC(Nc2ccc(C(C)C)cc2)C1 (configuration not stated)	17	-15	-3%	-0.8%	24	-22%	-3%	1	3%	-1%	9%
CCCc1cc(=O)[nH]c(SCC(=O)Nc2ccc(Br)cc2)n1	8	-6	-3%	-0.9%	-15	3%	11%	8	2%	0%	0%
c1ccc(CCC2CCCCN2Cc2cn[nH]c2-c2cc3ccccc3o2)nc1 (configuration not stated)	-31	25	3%	-1.2%	13	-2%	0%	0	0%	-3%	-5%
O=C(CSc1nnc2scc(-c3ccc(Cl)cc3)n12)NCc1ccc2c(c1)OCO2	10	1	-26%	0.0%	-2	-5%	0%	0	-10%	-1%	/

Following part:
SMILES	KCNH2 3.1 inh	Giardia kill	Eya2 inh	B2AR arrestin	hERG WT inh	BCR signal inh	GALK inhibitor	Coupling enz	PKM2 act	USP2a block	uPA surface inh
CCc1cccc(OCCCCNCCO)c1	3	-8	5%	0.2%	0	-3%	5%	4	0%	-1%	-2%
O=S(=O)(Nc1ccc(-n2cnnn2)cc1)c1cccc(F)c1	-32	1	-22%	-0.1%	-4	0%	/	/	/	0%	-2%
CC(C)C(=O)Nc1nc2ccc(S(C)(=O)=O)cc2s1	12	-12	2%	0.5%	i	1%	4%	1	-1%	1%	-6%
COc1cccc(-c2nc(CS(=O)(=O)CC(=O)NC3CCCCC3C)c(C)o2)c1 (configuration not stated)	14	?	4%	0.6%	2	1%	6%	5	0%	-1%	-2%
CCc1ccc(-n2c(SCc3c(C)noc3C)nnc2-c2ccncc2)cc1	-12	4	1%	0.2%	-1	-4%	1%	1	-1%	1%	2%
NNC(=O)c1csc(-c2ccc(C(F)(F)F)cc2Cl)n1	-3	22	-18%	-0.3%	1	9%	1%	2	3%	1%	6%
CSc1nc(-c2ccc(C)cc2)nc(N)c1C#N	-30	-4	-15%	3.2%	5	?	-1%	0	0%	2%	-3%
CNC(=O)CN1C(=O)CSc2nc(C)cc(C)c21	16	11	-15%	-1.0%	4	0%	-1%	4	-7%	5%	-12%
C[n+]1cccc2c(Br)ccc([O-])c21	-6	-5	6%	0.5%	0	7%	?	-69*	-4%	-2%	2%
C/C(=N\S(=O)(=O)c1ccc(C)cc1)N1CCN(S(=O)(=O)c2ccccc2)C1	-4	-29	1%	-4.4%	0	8%	2%	6	9%	-1%	0%
COc1ccc(C(=O)N2CCCC(CNC(=O)c3ccc(F)cc3)C2)cc1OC (configuration not stated)	1	19	9%	0.5%	13	1%	-3%	/	/	3%	7%
O=C(COC(=O)C1CCC1)Nc1cc(S(=O)(=O)N2CCCCC2)ccc1Cl	15	-2	11%	0.0%	20	-11%	/	/	/	-4%	0%
O=C(OCC(=O)N1CCCC1=O)c1cc(S(=O)(=O)N2CCOCC2)ccc1F	8	15	-7%	0.1%	2	?	/	/	/	-1%	-12%
N#CCSc1nnc(COc2ccc3ccccc3c2)o1	14	-23	8%	0.1%	13	2%	2%	8	-1%	0%	-6%
CCCn1c(-c2ccccc2)cc(SC)c(C#N)c1=O	-6	10	-3%	0.3%	8	-10%	-1%	5	1%	8%	-4%
Cn1ncc(Cl)c1C(=O)NCc1ccc(Cl)cc1	5	31[activator]	-1%	0.3%	-3	-1%	0%	1	3%	1%	-7%
Cc1c(CCOC(=O)c2cc([N+](=O)[O-])cc([N+](=O)[O-])c2)sc[n+]1CC(=O)c1ccccc1	-10	-14	6%	-0.3%	0	17%	0%	-7	2%	-2%	-3%
COC1CCN(Cc2cn(Cc3ccccc3)nc2-c2cc3ccccc3o2)CC1	16	2	-8%	-0.8%	1	?	4%	1	0%	-3%	-7%
Cc1nn(CC(=O)Nc2c(F)cc(F)cc2Br)c(=O)c2cccn12	-32	-6	4%	-0.4%	-10	0%	-10%	/	/	1%	-1%
CC(C)c1ccc(NC(=O)C2CCCCN2S(=O)(=O)c2ccccc2)cc1 (configuration not stated)	-5	8	5%	-0.1%	-24	?	/	/	/	1%	-11%
COc1ccc2oc(C(=O)OC(C)C(=O)NCc3ccccc3)c(C)c2c1 (configuration not stated)	3	?	-15%	0.0%	0	14%	/	/	/	2%	0%
CN(Cc1nc2ccc(F)cc2[nH]1)C(=O)C1CCC(=O)N(C2CC2)C1 (configuration not stated)	7	-9	-5%	-0.6%	0	3%	-6%	3	-3%	-1%	6%
CC(NC(=O)c1cccnc1)C(c1cccs1)N1CCOCC1 (configuration not stated)	-5	-4	-32%	0.1%	1	4%	0%	-1	-6%	1%	3%
Cc1cc(C)c2[nH]c(=O)c(C(c3nnnn3C(C)(C)C)N(Cc3ccco3)CC3CCCO3)cc2c1 (configuration not stated)	-13	8	-23%	0.2%	3	12%	1%	-40*	-5%	-3%	/
O=C(Nc1ncc([N+](=O)[O-])s1)C1CC(=O)N(c2ccc(F)cc2)C1 (configuration not stated)	5	-86*	-4%	-0.5%	6	?	2%	2	/	-1%	0%
CC(=O)N1CCN(c2ccc(NCc3ccc(-c4ccc(Br)cc4)o3)cc2)CC1	/	7	-16%	0.2%	/	5%	/	/	/	-1%	?
